# Screening data: PubChem BioAssay, several laboratories
# RTF Ca sens inh = cardiac RTF calcium sensitivity inhibitors, primary screen, biochemical, IANBD-TnC fluorescence, EC70 calcium; 340,000 tested, 0.12% active; inhibition, % at 7.15 µM; IANBD-labeled cardiac RTF, Ca2+ fluorescence; Troponin I, cardiac muscle (Homo sapiens) + Troponin T, cardiac muscle (Homo sapiens) + …;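 active means inhibition above the mean inhibition of all tested compounds plus 3 SD, cut at about 17% in these data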;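 further: assay run at fixed EC70 calcium of 1.6 mM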
# Arr AP2 block = inhibitors of beta-arrestin/AP2 binding, primary screen, biochemical, GPCR trafficking, flow cytometry; inhibition, % at 10 µM; beta-arrestin 1 C-terminal peptide binding to AP2 beta2-adaptin appendage (human); 340,000 tested, 0.31% active; FITC-arrestin peptide / GST-AP2 beads; AP2 beta2 appendage carries R879A mutation;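 active means inhibition above a set limit, near 3 SD of compounds lacking own fluorescence, cut at about 54% in these data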;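 further: plate controls were DMSO wells for no effect and 5 µM unlabelled arrestin peptide for full effect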
#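 Measured by: flow cytometry, FL1 (488/535 nm); Material: AP2 appendage R879A on GSH beads; Evaluation: percent response; Timing: pre-incubation 12 min, peptide binding 1 h, room temperature; Also added: 50 nM FITC-arrestin peptide; Medium: PBS with 0.05% Tween 20 and 0.1% BSA.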
# NSD2 inh = NSD2 histone methyltransferase inhibitors, primary screen, biochemical, AlphaScreen, single concentration, set 2 | 310,000 tested, 0.54% active | NSD2 peptide methylation, 120 min | Histone-lysine N-methyltransferase NSD2 (Homo sapiens), O96028 | inhibition, % at 12.5 µM; in the data active means inhibition above about 50%
# CAL PDZ FP-1 = CAL PDZ peptide-binding inhibitors, primary screen, biochemical, fluorescence polarization, Cer-tagged CAL PDZ, HTS | AID 504414, 2011 | Golgi-associated PDZ and coiled-coil motif-containing protein (Homo sapiens), Q9HD26 | inhibition, % at 20 µM | purified CAL PDZ, TMR-peptide fluorescence polarization, 1 h | 330,000 tested, 0.02% active;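 active means highest replicate inhibition of at least 40%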;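 further: plate controls were DMSO neutral control wells for no effect and unlabeled competitor peptide control wells for full effect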
#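 System: purified tagged CAL PDZ domain construct (CerCALP). Schedule: 1 h incubation at room temperature before polarization reading. Medium: 25 mM sodium phosphate pH 7.4, 150 mM NaCl, TCEP, IgG, Thesit. Read-out: percent inhibition from loss of millipolarization. Measured by: FP readout, S and P plane fluorescence. Probe or stimulus: fluorescent TMR peptide probe.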
# DSG3 Ab inh = inhibitors of pemphigus antibody binding to DSG3, primary screen, biochemical, bead-based, flow cytometry, scFv-GFP; binding (percent of control), % at 10 µM; DSG3-coupled beads, scFv-anti-DSG3-GFP binding; stronger effect = lower value; 310,000 tested, 0.48% active;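 active means binding more than 3 SD below its plate's average and above zero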;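 further: hits lower antibody fragment binding to DSG3; some compounds called inactive have numbers as strong as hits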
# LANA DNA inh = inhibitors of KSHV C-LANA binding to DNA, primary screen, biochemical, fluorescence polarization, FAM-LBS DNA, MBP-C-LANA, single point; 340,000 tested, 0.078% active; Kaposi's sarcoma herpesvirus LANA C-terminal domain (residues 932-1162) DNA binding; inhibition, % at 9 µM;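 active means highest replicate inhibition at or above 60% at 9 µM, even if other replicates fall short; inactive means all replicates below 60% inhibition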;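 further: 0% = neutral control wells and 100% = 4 µM acridine orange control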
# DAGLB inhibitor = DAGLB lipase inhibitors, primary screen, biochemical, fluorescence, HTS | HEK293T DAGLB membrane lysate, EnzChek fluorogenic substrate | inhibition, % at 5.17 µM | 340,000 tested, 0.059% active; in the data active means inhibition above about 34%;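 further: 0% = enzyme with vehicle and 100% = wells lacking enzyme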
# CAL PDZ FP-2 = untagged CAL PDZ binding inhibitors, primary screen, biochemical, fluorescence polarization, HTS; purified CAL PDZ, TMR-peptide fluorescence polarization, 1 h; inhibition, % at 24.9 µM; 300,000 tested, 0.92% active; AID 602252, 2012;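 active means mean inhibition of at least 30% with at least half of replicates also reaching 30%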;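 further: 0% = DMSO neutral control and 100% = excess unlabeled competitor peptide PRC23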
# Keap1-Nrf2 PPI = Keap1-Nrf2 protein-protein interaction inhibitors, primary screen, biochemical, fluorescence polarization, single point | Kelch-like ECH-associated protein 1 (Homo sapiens), Q14145 | Keap1 Kelch-Nrf2 peptide fluorescence polarization, 1536-well | inhibition, % at 9.4 µM | 340,000 tested, 0.15% active | AID 504523, 2011; in the data active means inhibition above about 12%;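 further: human Keap1 Kelch domain with fluorescein labeled Nrf2 9mer peptide probe; 0% = neutral control wells and 100% = peptide positive control; higher means more block of Keap1 binding to Nrf2 peptide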
# Target sequence (Q14145 whole entry, looked up, the tested form may be a part): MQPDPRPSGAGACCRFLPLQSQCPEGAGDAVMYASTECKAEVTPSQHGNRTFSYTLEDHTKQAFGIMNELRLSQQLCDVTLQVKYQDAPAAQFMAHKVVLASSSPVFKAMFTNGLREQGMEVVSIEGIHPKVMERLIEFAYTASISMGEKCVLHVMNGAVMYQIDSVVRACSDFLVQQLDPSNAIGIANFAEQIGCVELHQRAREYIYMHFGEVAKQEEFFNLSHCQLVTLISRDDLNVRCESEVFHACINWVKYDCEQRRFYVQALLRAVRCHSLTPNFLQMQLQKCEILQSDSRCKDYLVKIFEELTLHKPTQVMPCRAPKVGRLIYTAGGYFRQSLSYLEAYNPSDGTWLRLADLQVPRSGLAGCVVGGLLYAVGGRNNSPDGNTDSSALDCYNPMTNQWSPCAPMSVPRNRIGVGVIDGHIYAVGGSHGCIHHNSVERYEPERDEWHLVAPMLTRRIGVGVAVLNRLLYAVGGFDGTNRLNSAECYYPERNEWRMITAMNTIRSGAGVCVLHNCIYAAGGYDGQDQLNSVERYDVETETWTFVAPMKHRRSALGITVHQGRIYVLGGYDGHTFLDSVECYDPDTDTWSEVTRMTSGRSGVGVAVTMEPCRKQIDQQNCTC
# V-ATPase pHluor = regulators of yeast V-ATPase proton pumping, primary screen, pHLuorin cytosolic pH fluorescence. response, % at 10 µM. 350,000 tested, 0.37% active. S. cerevisiae. AID 504577, 2011; in the data active means response mostly above about 7.3%, no sharp cut-off; inactive means mostly below about 5.4%; further: actives read high; inactives centre near 0; some compounds called inactive have numbers as strong as hits; reference of the scale not given here
# * = called active by the depositor; x = not tested or not shown. This is a subset (hit frequency here may not be typical).
SMILES,RTF Ca sens inh,Arr AP2 block,NSD2 inh,CAL PDZ FP-1,DSG3 Ab inh,LANA DNA inh,DAGLB inhibitor,CAL PDZ FP-2,Keap1-Nrf2 PPI,V-ATPase pHluor
COC(C(=O)Nc1ccnn1C1CCN(C(=O)c2cccc(F)c2)CC1)c1ccccc1 (stereo not given),-4,-3,2,-2.7,x,10,1,-4,-5,-2
O=C(N=Nc1c(O)[nH]c2ccc([N+](=O)[O-])cc12)c1ccccc1Cl,4,2,x,0.8,97,-1.6,5,10,-3,0
Cc1cccc(C(=O)N2CCN(S(=O)(=O)N3CCCCCC3)CC2)c1,-8,14,-1,-2.2,100,-0.4,-2,2,0,-3
O=C(N/N=C/c1ccc([N+](=O)[O-])o1)c1cc2c(ccc3ccccc32)o1,-5,-13,0,0.3,82,-0.1,-11,x,1,-1
CC(=O)c1sc(-c2ccc(Cl)cc2)nc1C,-9,25,3,-2.1,94,0.7,-11,-2,3,3
O=C(NCC(c1ccco1)N1CCc2ccccc2C1)C(=O)Nc1ccc(F)cc1F (stereo not given),-5,6,-1,-2.9,100,0.3,-5,-4,1,3
CCOC(=O)c1cnc2c(C(=O)OC)cccc2c1NCCN1CCOCC1,-1,17,0,-1.6,x,0.4,-1,-2,1,1
CCOC(=O)c1c(NC(=O)CSc2nnc(-c3ccco3)o2)sc(C(C)=O)c1C,-2,-4,-1,0.1,111,0.4,-4,x,-4,3
O=C1CC(c2ccc(F)cc2)Sc2nc(-c3ccccc3)c(-c3ccccc3)n21 (stereo not given),0,14,-3,0.1,104,5.2,-1,0,-2,2
COC(=O)c1ccc(CNC(=O)c2ccc(S(=O)(=O)N3CCCCCC3)cc2)cc1,-1,-12,3,-0.4,100,-1.3,-1,x,0,-5
O=C(COC(=O)C1CC1)Nc1ncc(Cl)cc1Cl,-10,-1,9,0.2,93,5.4,2,-2,1,0
CCCCN1CC(COCc2ccccc2)Oc2cccc(N3CCCC3)c2S1(=O)=O (stereo not given),1,12,x,-1.7,117,-1.3,-18,1,-5,-1
Cc1ccc(NC(=O)C(NCc2ccccn2)c2ccccc2)cc1 (stereo not given),16,20,-5,-0.2,111,0.5,0,5,-1,3
O=C(NNC(=O)c1ccccc1O)c1ccc(Cl)cc1,1,22,2,-1.0,103,1.4,3,-3,1,-2
O=C(NC1CCN(C(=S)Nc2ccc(Cl)cc2)CC1)C1CCCCC1,-2,-2,-1,0.2,124,-1.2,-2,x,-1,5
CCCCNC(=O)/C(C#N)=C/c1ccc2c(c1)OCCO2,1,18,1,-0.7,91,0.2,-5,4,0,4
Cc1noc(C)c1C(=O)N(C)CC(=O)Nc1ccc(F)c(F)c1F,2,-13,-1,-0.8,120,1.2,-3,3,2,-5
CCC(=O)c1ccc(OCC(=O)NCC2COc3ccccc3O2)cc1 (stereo not given),-8,6,-3,-0.9,115,0.4,-7,x,-4,5
COc1ccc(/C=N/NC(=O)c2cccc(OC(F)(F)C(F)F)c2)c(OC)c1OC,-20,13,-2,-0.5,100,-0.9,-1,-6,2,3
O=C(CSc1n[nH]c(-c2ccncc2)n1)Nc1ccccc1Cl,-2,-17,-3,-1.0,105,1.2,-2,3,-4,-4
COc1ccc(CCNC(=O)c2ccc(=O)[nH]n2)cc1OC,1,-1,0,-0.4,111,0.1,3,10,-7,-3
O=C(O)COc1ccccc1/C=N/NC(=O)COc1ccc(-c2ccccc2)cc1,4,-2,-21,-1.1,98,0.0,0,-8,-1,1
CCN(CC(=O)Nc1c(F)cccc1F)C(=O)CNC(=O)c1ccc2c(c1)OCO2,-2,10,-3,7.5,82,-0.2,-2,1,-4,5
CCOc1cc(-c2n[nH]c(=S)n2Cc2ccccc2)ccc1OC(F)F,-7,-19,1,0.5,99,-1.1,3,-5,-3,0
O=C(NCc1ccccc1)c1cccc(NC(=O)c2ccco2)c1,-14,-2,-4,-1.1,99,1.3,-1,-2,-2,3
# The listing continues.
SMILES,RTF Ca sens inh,Arr AP2 block,NSD2 inh,CAL PDZ FP-1,DSG3 Ab inh,LANA DNA inh,DAGLB inhibitor,CAL PDZ FP-2,Keap1-Nrf2 PPI,V-ATPase pHluor
N#C/C(=C\C1CC2C=CC1C2)c1nc2ccccc2[nH]1 (stereo not given),-38,5,1,-3.2,102,0.0,-2,-3,-2,5
CCOn1c(=O)c(-c2cccc([N+](=O)[O-])c2)[n+]([O-])c2ccccc21,-7,-4,1,-2.7,94,0.4,-1,-3,-4,0
Cc1ccc(C)c(OCCC(=O)OCC(=O)NCc2ccccc2)c1,-14,-4,4,-2.6,95,0.6,-3,-4,1,-4
COCCn1cc(C(=O)N2CCCC(C)C2)c2c3ccccc3n(C)c2c1=O (stereo not given),-1,3,0,0.2,98,-0.6,0,x,0,7
O=C1NC[C@H](CC2CCCCC2)N(CCc2cccc(F)c2)C1=O,-4,-1,x,-0.6,106,1.3,-2,-2,-4,0
CC(C)CCN1C(=O)c2ccc(C(=O)Nc3cccc(S(N)(=O)=O)c3)cc2C1=O,-7,-4,-2,0.3,86,-0.7,-2,-2,-3,14*
CCC(C)(C(=O)NC1CCCCC1)N(C)C(=O)c1ccc2c(c1)OCO2 (stereo not given),12,-3,-3,-4.4,108,-0.2,-2,-3,2,-7
CCOC(=O)c1cnn(C)c1NC(=O)c1ccc(Cl)cc1Cl,-8,-4,-1,-1.1,x,-2.3,1,1,-6,0
NC(=O)CN1CCCC1c1ccc2c(c1)OCCO2 (stereo not given),-1,10,-3,-1.7,101,2.3,0,-2,-1,3
O=C(Nc1ccc(CN2CCOCC2)cc1)c1cc(Cl)ccc1Cl,-17,10,0,-1.0,99,-0.2,-4,-2,-4,2
COc1cc(C(=O)N(CCc2ccccc2)C2=CC3CCC(C2)N3C)cc(OC)c1OC (stereo not given),-5,9,x,-1.0,109,-1.9,-1,-2,0,3
CCc1ccc2[nH]c(=O)c(CN(CCN(CC)CC)C(=S)NCc3ccco3)cc2c1,-7,55*,19,-1.8,110,1.8,3,-2,-4,4
O=C(O)CC(Cc1ccc(Br)cc1)C(=O)O (stereo not given),-6,25,-39,-1.1,111,1.2,-1,0,-2,-6
COCc1cc(=O)[nH]c(/N=C(\N)Nc2ccc(Oc3ccccc3)cc2)n1,-5,-6,23,-1.8,103,0.4,-1,-7,-1,-4
CC(C)N(C(=O)N1CCC(c2nc(-c3ccncc3)no2)CC1)C(C)C,-1,7,-1,-0.8,107,2.6,-2,-7,-5,-2
CC(C)c1ccc(-c2nn(-c3ccccc3)cc2C(=O)NCC2CCCO2)cc1 (stereo not given),9,16,-2,-2.7,102,-2.1,-5,-3,-1,1
CC(C)CNC(=S)N(CCN(C)C)Cc1cc2cc3c(cc2[nH]c1=O)OCCO3,0,4,1,0.3,116,0.0,1,1,0,0
Cc1cccc(NS(=O)(=O)c2cccc(C(=O)NCCCN3CCCC3=O)c2)c1,-5,-2,-2,0.9,104,-1.0,-1,4,-3,4
Cn1c(N)c(C(=O)COC(=O)c2cc3ccccc3cc2O)c(=O)n(C)c1=O,4,-9,-2,-0.1,108,-1.3,-2,-2,1,-4
CCCCCCCC(=O)OC(CN1CCCCC1)CN1CCCC1=O (stereo not given),2,1,-1,-1.1,103,-1.1,0,-2,-2,-2
CCCCC1NC(=S)N(C2CCCCC2)C1=O (stereo not given),0,-3,0,-1.9,96,-0.8,-1,-1,3,0
CCOc1cc(S(=O)(=O)N2CCN(CC)CC2)ccc1Cl,-1,1,2,-0.1,108,0.8,-2,-4,-4,1
Cn1cnnc1Sc1cc(N2CCN(S(=O)(=O)c3ccccc3)CC2)ccc1[N+](=O)[O-],-3,-5,3,-1.3,89,0.0,0,0,3,1
CCN(CC)CCOc1ccc2c(c1)C(=NNC(=O)c1ccccn1)c1cc(OCCN(CC)CC)ccc1-2,14,14,65*,-22,84,5.5,1,-28,-3,-1
CN1CCC(=O)N([C@H](CSc2ccc(Br)cc2)c2ccccc2)CC1,-14,25,x,-0.8,104,-0.1,-3,-3,0,2

# The closing 2 entries of the section above lead into the next:
SMILES,RTF Ca sens inh,Arr AP2 block,NSD2 inh,CAL PDZ FP-1,DSG3 Ab inh,LANA DNA inh,DAGLB inhibitor,CAL PDZ FP-2,Keap1-Nrf2 PPI,V-ATPase pHluor
CCN(CC)CCOc1ccc2c(c1)C(=NNC(=O)c1ccccn1)c1cc(OCCN(CC)CC)ccc1-2,14,14,65*,-22,84,5.5,1,-28,-3,-1
CN1CCC(=O)N([C@H](CSc2ccc(Br)cc2)c2ccccc2)CC1,-14,25,x,-0.8,104,-0.1,-3,-3,0,2
CC(C)C(=O)Nc1ccc(C(=O)Nc2ccc(Br)cc2F)cc1,0,-12,0,-3.0,101,-0.1,3,-4,-2,1
Cc1cccc(NC(=O)c2cc3ccccc3o2)c1,-3,-6,-3,-2.4,101,-1.0,-3,x,0,8
COc1ccc2c(c1)CC(C1(O)C(=O)Nc3ccccc31)C2=O (stereo not given),-8,6,-2,-2.5,x,-1.1,-1,0,2,0
C=CCSc1nc2c(c(=O)[nH]c(=O)n2C)n1Cc1ccc(C)cc1,-8,-3,x,0.1,96,0.6,2,-1,2,-2
CN(CCC#N)C(=O)COC(=O)c1c2c(nc3ccccc13)/C(=C\c1ccco1)CC2,-1,15,x,-0.9,123,4.1,2,-10,-2,5
COc1ccc(C(=O)COC(=O)Cn2cnc3c2c(=O)n(C)c(=O)n3C)c(OC)c1,-4,-5,0,-1.4,109,1.2,-6,-3,1,-2
CCc1ccc(N(C(=O)CNC(=O)c2cccs2)C(C(=O)NC(C)(C)C)c2cc(OC)c(OC)c(OC)c2)cc1 (stereo not given),-10,2,0,0.3,101,0.8,4,-8,-3,x
CC(=O)Oc1cc2c(cc1Cl)C1(CC(c3ccccc3Cl)O2)CC(C)(C)NC(=S)N1 (stereo not given),-7,-22,1,-0.8,95,1.6,-4,-5,-1,-3
Cc1cc(C(=O)C(C)OC(=O)c2cnccn2)c(C)n1-c1ccccc1 (stereo not given),-6,-4,5,-0.8,110,x,2,4,x,-1
